Compound activity (PubChem)
EPAC2 antagonist – antagonists of human EPAC2; Q8WZA2; EPAC2 GEF exchange of Rap1B-BODIPY-GDP, fluorescence; Potency, µM (series often up to 114 µM), inactives show top-dose activity, negative = inhibition, hits mostly inhibitors; hit rate 0.18% among 360,000; AID 720708; further: on the % scale 0 is the no-effect control and ±100 the full control effect; nearly all actives have a fitted effect of over 45% in size; many of its hits are not listed in these tables
Target sequence (Q8WZA2 whole entry, looked up): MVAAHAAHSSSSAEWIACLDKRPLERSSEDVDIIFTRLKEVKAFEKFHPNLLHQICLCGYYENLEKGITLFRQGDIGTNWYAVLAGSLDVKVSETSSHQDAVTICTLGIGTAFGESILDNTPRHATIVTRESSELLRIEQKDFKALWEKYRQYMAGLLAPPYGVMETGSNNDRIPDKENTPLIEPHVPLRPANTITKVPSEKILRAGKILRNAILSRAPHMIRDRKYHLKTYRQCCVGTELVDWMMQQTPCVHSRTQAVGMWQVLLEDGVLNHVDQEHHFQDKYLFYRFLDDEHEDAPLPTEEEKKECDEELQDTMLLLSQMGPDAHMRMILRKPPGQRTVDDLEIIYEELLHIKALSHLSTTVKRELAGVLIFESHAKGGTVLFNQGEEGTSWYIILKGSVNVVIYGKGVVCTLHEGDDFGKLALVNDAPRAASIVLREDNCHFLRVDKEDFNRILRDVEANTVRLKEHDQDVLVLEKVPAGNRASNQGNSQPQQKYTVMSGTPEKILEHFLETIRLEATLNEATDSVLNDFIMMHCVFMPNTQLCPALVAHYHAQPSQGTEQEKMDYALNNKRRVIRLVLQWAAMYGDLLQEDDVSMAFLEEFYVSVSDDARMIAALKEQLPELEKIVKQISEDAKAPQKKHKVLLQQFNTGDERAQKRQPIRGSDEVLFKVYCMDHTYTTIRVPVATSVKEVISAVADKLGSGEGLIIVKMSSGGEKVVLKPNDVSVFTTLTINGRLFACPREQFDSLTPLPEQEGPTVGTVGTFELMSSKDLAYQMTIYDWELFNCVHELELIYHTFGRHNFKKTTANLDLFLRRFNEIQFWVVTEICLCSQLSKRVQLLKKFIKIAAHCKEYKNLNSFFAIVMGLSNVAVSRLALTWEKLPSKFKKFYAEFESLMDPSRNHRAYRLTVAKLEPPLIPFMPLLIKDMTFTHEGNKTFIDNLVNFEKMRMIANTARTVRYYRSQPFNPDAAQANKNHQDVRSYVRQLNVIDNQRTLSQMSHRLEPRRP
Nrf2 activator – Nrf2 pathway activation; Potency, µM (series often up to 46.1 µM), for inactives: at the highest dose activation, hits mostly activators; AREc32 ARE-luciferase reporter (MCF7-derived line), luminescence, 24 h; hit rate 0.31% among 410,000; further: % of control where 0% means no effect; nearly all actives have a fitted effect of over 65% in size
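ARE activation measured as luciferase luminescence (Steady-Glo, 30 min RT) in AREc32_Fluc cells after 24 hr compound exposure at 37 deg C, 5% CO2; cells seeded overnight at 1000/well in OPTI-MEM, 5% FBS.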
HepG2 tox – counter-screen for TGF-b inhibitors: cytotoxicity in HepG2 cells; hit rate 0.76% among 410,000; HepG2 CAGA-GFP viability, ATP luminescence, 18 h; Potency, µM (top dose mostly 46.1 µM), for inactives: at the highest dose activity change, negative = cytotoxicity, actives largely listed as cytotoxic; further: some results filed as inactive show a strong effect at the top dose
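CellTiter-Glo luminescence gave cytotoxicity after 18 hours at 37 degrees C. The cells were HepG2 CAGA-GFP in 1% FBS DMEM, stimulated with 500 pg/mL TGF-beta after compound addition. %Activity was normalised to no-cell wells (complete cell-killing) and DMSO (no toxicity), and curves were fitted and classified.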
Nrf2 block – inhibitors of Nrf2 signaling | A549 ARE-Fluc reporter, luciferase luminescence, 18-24 h | AID 504444 | Potency, µM (series often up to 46 µM), for inactives: at the top dose activity change, negative = inhibition, usual class: inhibitors | hit rate 2.1% among 360,000; further: on the % scale 0 is the no-effect control and ±100 the full control effect; nearly all actives have a fitted effect of over 60% in size
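Quantitative HTS in A549 cells stably bearing an antioxidant response element-firefly luciferase construct. Inhibition of Nrf2-driven transcription was scored by luminescence after 18-24 h of compound exposure at 37 °C.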
ATXN2 expr inh – inhibitors of ATXN2 expression | Potency, µM (highest dose often 57 µM), for the others: top-dose activity change, negative = inhibition, hits mostly inhibitors | hit rate 0.72% among 360,000 | HEK-293 ATXN2-luciferase reporter, luminescence, 24 h; further: on the % scale 0 is the no-effect control and ±100 the full control effect; nearly all actives have a fitted effect of over 55% in size
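qHTS (up to 57 uM final) was run with 24 h compound exposure of reporter cells at 37 °C. Each well was multiplexed: SteadyGlo luminescence measured ATXN2-luciferase expression after a fluorogenic Gly-Phe-AFC viability readout (25 uM final).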
A549 tox – kills or reduces viability of A549 cells in Nrf2 counter-screen | Potency, µM (titrated, usually from 46 µM), for inactives: top-dose activity change, negative = cytotoxicity, usual class: inhibitors | hit rate 0.16% among 390,000 | A549 ARE-Fluc cells, CellTiter-Fluor viability, 18-24 h | AID 504648; further: on the % scale 0 is the no-effect control and ±100 the full control effect
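A549 ARE_Fluc cells in 5% FBS OPTI-MEM were exposed to compounds in concentration-response for 18-24 h at 37 deg C. Viability was read by CellTiter-Fluor fluorescence (Ex 405/Em 525) after 30 min, before the luciferase read.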
S2 tox – cell viability loss in ATXN counter-screen; S2 cells (HEK-293 line with an ATXN2-luciferase reporter) viability, CellTiter-Fluor protease fluorescence, 24 h; Potency, µM (doses to about 56.7 µM), hits mostly cytotoxic; AID 651635; hit rate 0.49% among 400,000; further: nearly all actives have a fitted effect of over 40% in size
MCF10A rerep – induces DNA re-replication in MCF 10a normal breast cells. Potency, µM (top dose mostly 46.1 µM), without a hit: top-dose activity, positive = re-replication, actives largely listed as activators. MCF 10A DNA re-replication, Hoechst nuclear intensity, 48 h. hit rate 2.9% among 350,000. AID 624296; further: % of control where 0% means no effect; nearly all actives have a fitted effect of over 50% in size
TGFb inhibitor – blocks TGF-b signaling; HepG2 CAGA-GFP TGF-b/SMAD3 reporter, GFP fluorescence, 18 h; TGF-beta stimulated, 500 pg/mL final; Potency, µM (series often up to 46.1 µM), inactives show at the highest dose activity, negative = inhibition, actives largely listed as inhibitors; hit rate 1.2% among 410,000; AID 588855; further: on the % scale 0 is the no-effect control and ±100 the full control effect; nearly all actives have a fitted effect of over 65% in size
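HEPG2 CAGA-GFP cells (1000/well, DMEM with 1% FBS) were pre-incubated 2 h at 37 degrees C, given compound by pin tool, then stimulated with TGF-beta at 500 pg/mL final for 18 h before per-cell GFP fluorescence imaging.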
* marks the source's active call; other numbers are inactive results; i = inactive; ? = inconclusive; . = not tested or not shown; & = joins results of further samples; [ ] = dose if it differs, or a comment. The call rests on the fitted dose curve; in most records, active means well fitted curve in the direction sought with a large enough effect; inconclusive means small, poorly fitted or top-dose-only effect, or another doubt; inactive means no such curve, though single readings can be large; an effect the other way counts as inactive or inconclusive. Potency means the concentration at half of the fitted maximal effect.

Each structure is followed by: EPAC2 antagonist	Nrf2 activator	HepG2 tox	Nrf2 block	ATXN2 expr inh	A549 tox	S2 tox	MCF10A rerep	TGFb inhibitor
- Cc1ccc2onc(CC(=O)N3CCN(c4ccccc4F)CC3)c2c1
  .	0.5%	-19%	-26%	13%	-3%	i	.	-3%
- CS(=O)(=O)N1CCCC(C(=O)NCCCN2CCN(Cc3ccccc3)CC2)C1 (stereo not drawn)
  0%	-0.4%	1%	1%	-3%	-2%	i	-6%	-4%
- CC(C)(C)c1ccc(C(=O)NCCCN2CCN(CCCNC(=O)c3ccc(C(C)(C)C)cc3)CC2)cc1
  ?	-2.7%	-105%	?	?	?	28µM*	16µM*	?
- O=C(O)c1ccc(N2CCCCCC2)c(N2C(=O)c3ccccc3C2=O)c1
  4%	-0.5%	-6%	12%	-2%	-6%	i	-6%	0%
- Cc1cc(C)c(S(=O)(=O)Nc2ccc(OCC(=O)O)cc2)c(C)c1
  -16%	-1.0%	7%	6%	1%	-4%	i	34%	-2%
- COC(=O)c1cc(NC(=O)c2cccs2)ccc1N1CCOCC1
  4%	0.8%	5%	11%	-15%	2%	i	4%	1%
- COc1c(-c2ccc(O)c(O)c2)oc2cc(O)cc(O)c2c1=O
  -17%	?	-28%	2%	-21%	-1%	i	16%	1%
- CC(Sc1nc2ccccc2c(=O)n1C)C(=O)Nc1ccc2c(c1)OCCO2 (stereo not drawn)
  6%	0.2%	-21%	5.2µM*	-34%	-13%	i	?	-8%
- Cc1[nH]c(=S)[nH]c(=O)c1Cc1ccc(OCC(C)C)cc1
  10%	-1.2%	-16%	12%	-15%	2%	i	-6%	-1%
- CC1(C(=O)NCc2cccc(Cl)c2)Cc2c(-c3cccc(C(N)=O)c3)ccnc2O1 (stereo not drawn)
  -6%	4.6%	-5%	.	-23%	.	i	.	2%
- CSc1ccc2c(c1)C(N1CCN(C)CC1)Cc1ccc(F)cc1S2 (stereo not drawn)
  -7%	-3.6%	-130%	-36%	.	1%	i	?	?
- C1COCCNCCOCCOCCN1
  2%	0.1%	-31%	-9%	-1%	-2%	i	-2%	9%
- COc1ccc(-n2nnnc2SCC(=O)N2CCOCC2)cc1
  3%	2.9%	0.56µM*	?	4%	1%	i	29%	-2%
- Fc1ccc(OCCOCCOc2cccc3[nH]ccc23)cc1
  5%	-0.6%	2%	1%	-19%	10%	i	1%	7%
- Cc1c(Cl)cccc1NC(=O)CN1C(=O)COc2ccc(S(=O)(=O)N3CCCCCC3)cc21
  .	-0.5%	1%	?	.	1%	.	.	3%
- COc1ccc(C2Oc3nc(SC)nnc3-c3ccccc3N2C(C)=O)cc1 (stereo not drawn)
  .	-0.5%	-24%	-16%	1%	-4%	i	.	2%
- COCCN(CCOC)C(=O)c1cc2c(=O)n3ccccc3nc2s1
  -9%	15%	-3%	.	0%	4%	.	-22%	10%
- Cc1cc(C)nc(NC(=O)c2ccc(Br)cc2)n1
  1%	0.0%	2%	1%	34%	-2%	i	0%	0%
- CCc1ccc(OC)c(S(=O)(=O)Nc2ccccc2C)c1
  -2%	-0.9%	0%	-10%	-1%	-6%	i	?	-9%
- CCOC(=O)CSc1nnc(-c2ccncc2)o1
  -3%	-0.3%	-2%	.	4%	2%	i	-2%	23%
- O=C(NCc1ccc(F)cc1)c1cc(C2CCCCN2C(=O)c2ccc(Cl)cc2)on1 (stereo not drawn)
  -20%	2.8%	-20%	.	?	.	?	.	?
- COc1cc(Cl)cc2c1Sc1ccccc1/C2=C/CCN(C)C
  -3%	?	-39%	-10%	-5%	-10%	i	?	-21%
- NC(=O)Cc1ncc(C(F)(F)F)cc1Cl
  4%	0.2%	-11%	-5%	-3%	4%	i	8%	0%
- CC(C)(C)OC(=O)NCCC(=O)N/N=C/c1cccc2cccnc12
  -6%	?	-23%	-24%	2%	-9%	i	?	1%
- Cc1ccc(CN(C)c2nc(-c3cccnc3)nc3ccccc23)o1
  6%	6.1%	-6%	-8%	?	4%	i	6%	1%
- Cc1ccc(C(=O)CC2(O)C(=O)N(Cc3ccc4c(c3)OCO4)c3ccccc32)cc1 (stereo not drawn)
  -7%	2.6%	1%	-20%	-5%	-5%	i	7%	14%
- O=C(CSc1nnnn1C1CCCCC1)NCc1cccs1
  -21%	2.6%	-10%	19%	.	14%	i	2%	-12%
- Cc1ccc(N(CC(=O)N2CCc3ccccc32)C2=NC(=O)CS2)cc1
  -1%	-0.9%	-18%	-2%	-22%	1%	i	7%	-3%
- Cc1occc1-c1nnc(SCC(=O)c2ccc(F)cc2)n1Cc1ccco1
  -20%	-0.2%	-34%	-20%	5%	-5%	i	15%	0%
- COc1cccc(CNS(=O)(=O)/C=C/c2ccc3c(c2)OCO3)c1
  0%	-0.6%	-6%	?	2%	-4%	i	?	-6%

Some of the entries so far, with each value named.
compound: CSc1ccc2c(c1)C(N1CCN(C)CC1)Cc1ccc(F)cc1S2 (stereo not drawn)
  EPAC2 antagonist: -7% | Nrf2 activator: -3.6% | HepG2 tox: -130% | Nrf2 block: -36% | ATXN2 expr inh: . | A549 tox: 1% | S2 tox: i | MCF10A rerep: ? | TGFb inhibitor: ?

compound: C1COCCNCCOCCOCCN1
  EPAC2 antagonist: 2% | Nrf2 activator: 0.1% | HepG2 tox: -31% | Nrf2 block: -9% | ATXN2 expr inh: -1% | A549 tox: -2% | S2 tox: i | MCF10A rerep: -2% | TGFb inhibitor: 9%

compound: COc1ccc(-n2nnnc2SCC(=O)N2CCOCC2)cc1
  EPAC2 antagonist: 3% | Nrf2 activator: 2.9% | HepG2 tox: 0.56µM* | Nrf2 block: ? | ATXN2 expr inh: 4% | A549 tox: 1% | S2 tox: i | MCF10A rerep: 29% | TGFb inhibitor: -2%

compound: Fc1ccc(OCCOCCOc2cccc3[nH]ccc23)cc1
  EPAC2 antagonist: 5% | Nrf2 activator: -0.6% | HepG2 tox: 2% | Nrf2 block: 1% | ATXN2 expr inh: -19% | A549 tox: 10% | S2 tox: i | MCF10A rerep: 1% | TGFb inhibitor: 7%

Continuation.
Each structure is followed by: EPAC2 antagonist	Nrf2 activator	HepG2 tox	Nrf2 block	ATXN2 expr inh	A549 tox	S2 tox	MCF10A rerep	TGFb inhibitor
- Cc1ccc(-c2nnc(Oc3cccc(C)c3)c3ccccc23)cc1
  -2%	-0.5%	1%	?	14%	5%	i	1%	7%
- CC(Sc1nc(O)c(-c2ccccc2)c(=O)[nH]1)C(=O)Nc1ccc(Cl)cc1 (stereo not drawn)
  10%	3.9%	-37%	9%	-4%	-3%	i	?	-12%
- CCN(CC)S(=O)(=O)c1ccc(S(=O)(=O)N2CCN(CCC#N)CC2)cc1
  5%	-0.1%	-21%	-3%	-9%	8%	i	24%	-6%
- C=CCNCCOCCOc1ccc(Cl)cc1C(C)(C)C
  17%	0.6%	-39%	0%	-37%	10%	?	?	?
- CCOc1ccc(NS(=O)(=O)c2ccc(C(=O)NCc3ccccn3)cc2)cc1
  -1%	1.9%	1%	?	0%	-9%	i	7%	-2%
- O=c1c2cn[nH]c2[nH]c(=S)n1-c1cccc2ccccc12
  -2%	2.3%	26%	4%	-14%	5%	i	-33%[inhibitor]	-1%
- CC(C)(C)C(=O)Nc1ccc(S(=O)(=O)c2ccc(NC(=O)C(C)(C)C)cc2)cc1
  -16%	-0.1%	2%	10%	6%	-4%	i	16%	-26%
- Cc1ccc(O)c(NC(=O)c2cc(-c3ccc(F)cc3)on2)c1
  7%	2.5%&8.2%	-3%&0%	2%&6%	21%&24%	7%&-1%	i	-32%	-2%&2%
- O=C(COC(=O)C1CC2C=CC1C2)Nc1cccc(S(=O)(=O)N2CCCCC2)c1 (stereo not drawn)
  -11%	0.0%	1%	3%	-6%	-4%	i	13%	4%
- COc1ccc(CNC(=O)c2ccc3c(c2)N(C)CCS3)cc1
  4%	0.4%	-9%	12%	0%	3%	i	5%	22%
- COC(=O)[C@H](Cc1ccccc1)NC(=O)[C@@H](N)CC(=O)O
  20%	-0.5%	11%	5%	-1%&-4%&3%	1%	i	-32%&19%[inhibitor]	23%
- NS(=O)(=O)c1ccc(NC(=O)CCCC(=O)O)cc1
  3%	0.0%	19%	-4%	.	0%	i	7%	1%
- Cc1ccc(-c2nn(-c3cc(Cl)ccc3[N+](=O)[O-])c(=O)c3ccccc23)cc1
  -2%	0.3%	-3%	-27%	-8%	-16%[1.84 µM]	i	-3%	-2%
- O=C(CC(=O)Nc1ccccc1F)Nc1ccccc1F
  -9%	8.3%	4%	5%	-8%	-3%	i	4%	14%
- CC1CCc2nc3ccccc3c(C(=O)OCC(=O)NC3CCS(=O)(=O)C3)c2C1 (stereo not drawn)
  -13%	-0.3%	1%	6%	-1%	-1%	i	-2%	?
- COc1ccc(NC(=O)c2sc3nc(C)c(C(=O)Nc4ccc(C)cc4C)c(-c4cccs4)c3c2N)cc1
  .	0.0%	-12%	-2%	-9%	12%	i	.	1%
- COc1cc(OC)c(Nc2c3c(nc4nc(-c5cccs5)nn24)CCCC3)cc1Cl
  .	-0.1%	-30%	.	-23%	?	28µM*	.	?
- c1ccn2c(SCc3ccc4c(c3)OCCO4)nnc2c1
  -7%	1.8%	-4%	?	37%[activator]	-4%	i	2%	-8%
- Cc1ccc(-c2csc3nc(C)n(N)c(=O)c23)cc1
  -9%	3.7%	6%	-15%	.	-11%	i	0%	-1%
- COc1ccc(Cl)cc1C(=O)NNC(=O)C1CCCO1 (stereo not drawn)
  2%	6.8%	-7%	-4%	1%	3%	i	-4%	-3%
- CCC1(C)Cc2c(sc3c2c(=O)n(C)c2nnc(SCC(=O)c4ccccc4)n32)CO1 (stereo not drawn)
  4%	0.0%	5%	-17%	-2%	2%	i	0%	-10%
- COc1cccc(CN(C)C(=O)CCN=C2NS(=O)(=O)c3ccccc32)c1
  5%	0.3%	4%	-15%	-12%	-9%	i	13%	0%
- NS(=O)(=O)c1ccc(N2C(=O)C3C4CC(C(Br)C4Br)C3C2=O)cc1 (stereo not drawn)
  28%	-0.8%	3%	-12%	6%	-11%	i	3%	19%

The list is partial; count on the stated rates, not on these rows.
